# Growth percent in the NCI-60 one-dose screen (48 h, 10 µM unless noted): 100 = growth as untreated, 0 = no growth, -100 = all killed.
# OVCAR-5 = OVCAR-5 ovarian cancer; AID 1794783; actives 2.9% (n = 82,000)
# OVCAR-8 = OVCAR-8 ovarian cancer; actives 4.4% (n = 81,000)
# IGROV1 = IGROV1 ovarian cancer. actives 4.7% (n = 79,000)
# SK-OV-3 = SK-OV-3 ovarian cancer cells. AID 1794785. actives 3.2% (n = 80,000)
# OVCAR-4 = OVCAR-4 ovarian cancer cells. actives 3.7% (n = 80,000). AID 1794784
# DU-145 = DU-145 prostate cancer; actives 4.2% (n = 81,000); AID 1794760
# PC-3 = PC-3 prostate cancer cells. AID 1794754. actives 3.9% (n = 80,000)
# OVCAR-3 = OVCAR-3 ovarian cancer; actives 7% (n = 79,000)
# * marks the source's active call; other numbers are inactive results; . = no result given; [ ] = remark or other dose. The calls were made as follows: active = growth percent below 10; inactive = the rest.
1: Fc1cc(-c2nn3c(-c4cc(F)c(Cl)cc4Cl)nnc3s2)c(Cl)cc1Cl
2: COc1ccc2c(c1OC)CN(C(=O)C(C)(O)COC(C)=O)C(=O)O2 (stereo unspecified)
3: C/C(=C\N1CCCCC1)C1CCC2C3CCC4=CC(=O)CCC4(C)C3CCC12C (stereo unspecified)
4: Fc1ccccc1Cn1cc(CSc2nc3ccccc3o2)nn1
5: CC(NC(C(=O)c1ccccc1)c1ccccc1)c1ccccc1 (stereo unspecified)
6: Oc1ccc(CSc2nnc(-c3ccncc3)o2)c2cccnc12
assay / compound	1	2	3	4	5	6
OVCAR-5	96	107	96	106	85	36
OVCAR-8	103	103	83	102	101	16
IGROV1	103	118	105	106	105	22
SK-OV-3	96	99	100	99	107	4.0*
OVCAR-4	85	103	84	101	106	20
DU-145	103	106	87	104	119	26
PC-3	98	97	60	114	94	13
OVCAR-3	106	108	84	94	101	20

7: C#Cc1ccc(-n2c(/C=C/c3cc(OC)c(OC)c(OC)c3)nc3ncccc3c2=O)cc1
8: COc1ccc(OC)c(-c2c(C#N)c(=O)oc3c2c(N)nn3-c2ccccc2)c1
9: Cc1ccc(C(=O)/C=C/c2cc3ccccc3n3nnnc23)cc1
10: C=CCN(CC=C)C(=O)[C@H](CC)[C@@H]1CC[C@@H](C)[C@@H]([C@H](C)[C@@H](O)[C@@H](C)C(=O)[C@H](CC)C2O[C@]3(C=C[C@@H](O)[C@]4(CC[C@@](C)([C@H]5CC[C@](O)(CC)[C@H](C)O5)O4)O3)[C@H](C)C[C@@H]2C)O1 (stereo partly specified)
11: Nc1ccccc1C#Cc1ccccc1C#Cc1ccc(OCCCCCOc2ccc(C#Cc3ccccc3C#Cc3ccccc3N)cc2)cc1
12: COC1=C(OC)C(=O)C(OC)=C(OC)C1=O
assay / compound	7	8	9	10	11	12
OVCAR-5	120	106	106	32	94	108
OVCAR-8	75	104	104	16	109	93
IGROV1	56	101	108	11	114	101
SK-OV-3	66	107	106	4.4*	129	110
OVCAR-4	63	106	106	25	100	42
DU-145	45	109	107	54	107	101
PC-3	44	97	101	2.6*	84	96
OVCAR-3	4.6*	106	112	15	87	99

13: CNC(=O)c1cc(-n2ccc3cc(NC(=O)Nc4ccc(N5CCOCC5)c(C(F)(F)F)c4)ccc32)ccn1
14: COc1ccc(/C=C/C(=O)c2ccc(NC(=O)COc3cccc4cccnc34)cc2)cc1
15: CC12CC(C#N)CCC1O2 (stereo unspecified)
16: COc1cc(C2C=C(c3ccc(N)cc3)N=C3SC=CN32)cc(OC)c1OC (stereo unspecified)
17: COc1cc(/C=C\c2ccc(-c3ccc(-c4cc(OC)c(OC)c(OC)c4)cc3)cc2)cc(OC)c1OC
18: O=C(Nc1ccc(N2CCOCC2)cc1)c1cncnc1Nc1ccc(OCc2cccc(F)c2)c(Cl)c1
assay / compound	13	14	15	16	17	18
OVCAR-5	65	115	105	91	118	91
OVCAR-8	61	93	105	92	100	70
IGROV1	32	98	99	102	103	95
SK-OV-3	102	119	115	107	110	91
OVCAR-4	41	89	.	75	95	66
DU-145	55	92	127	102	120	102
PC-3	4.7*	98	101	87	99	89
OVCAR-3	76	101	117	100	113	99

19: COC(=O)C1CCC(C)C(=O)C1 (stereo unspecified)
20: NS(=O)(=O)c1ccc(CCn2c(SCC(=O)N/N=C/c3ccccc3O)nc3ccccc3c2=O)cc1
21: COc1ccc(CCC2=C(C)Nc3ncnn3C2c2ccc(OC)cc2)cc1 (stereo unspecified)
22: CN(C)c1ccc(/C=N/NC(=O)CSc2ncnc3c2c(-c2ccccc2)cn3C2CCCCC2)cc1
23: Nc1nnc(CSCc2ccc(Cl)cc2)s1
24: C=CCn1c(SCC(=O)Nc2ccccc2)nnc1-c1ccc(Cl)cc1
assay / compound	19	20	21	22	23	24
OVCAR-5	108	69	134	93	107	97
OVCAR-8	87	37	98	100	109	98
IGROV1	121	64	105	94	107	99
SK-OV-3	113	59	115	92	105	116
OVCAR-4	101	83	.	95	110	103
DU-145	119	43	109	111	114	103
PC-3	89	36	98	86	106	87
OVCAR-3	119	24	108	96	107	.

25: ClCC#CCSc1ncnc2nc[nH]c12
26: Cc1ccc(S(=O)(=O)N2CCC(C3(C(F)(F)F)N=N3)CC2)cc1
27: NC(=Nc1ccc(N)cc1)C(N)=Nc1ccc(N)cc1
28: O=C1c2ccccc2CC1CN1CCCCC1 (stereo unspecified)
29: Cc1cc(N2CCN(CCNc3ccnc4cc(Cl)ccc34)CC2)nc(N2CCOCC2)n1
30: C/C(=N\Nc1cc(C)nc2ccc(Br)cc12)c1ccc([N+](=O)[O-])cc1
assay / compound	25	26	27	28	29	30
OVCAR-5	123	111	105	103	93	111
OVCAR-8	108	94	85	113	74	51
IGROV1	106	99	85	128	66	53
SK-OV-3	107	.	126	99	85	84
OVCAR-4	85	76	101	108	54	47
DU-145	104	96	106	118	75	65
PC-3	95	67	.	100	65	75
OVCAR-3	.	102	94	114	73	27

# Full records, looked up by structure. Order of values: OVCAR-5 | OVCAR-8 | IGROV1 | SK-OV-3 | OVCAR-4 | DU-145 | PC-3 | OVCAR-3
# ClCC#CCSc1ncnc2nc[nH]c12 as listed: 123 | 108 | 106 | 107 | 85 | 104 | 95 | .
# C/C(=N\Nc1cc(C)nc2ccc(Br)cc12)c1ccc([N+](=O)[O-])cc1 as listed: 111 | 51 | 53 | 84 | 47 | 65 | 75 | 27
# Cc1ccc(S(=O)(=O)N2CCC(C3(C(F)(F)F)N=N3)CC2)cc1 as listed: 111 | 94 | 99 | . | 76 | 96 | 67 | 102
# O=C1c2ccccc2CC1CN1CCCCC1 (stereo unspecified) as listed: 103 | 113 | 128 | 99 | 108 | 118 | 100 | 114

# Remaining list, next part
31: O=c1cc(-c2ccccc2)oc2ccc3ccccc3c12
32: CC12CCCCC1C(C(N)=O)C(=O)O2 (stereo unspecified)
33: N#CCCC1(CCC#N)CCCC(CCC#N)(CCC#N)C1=O
34: c1ccc2cc(Cn3cc[n+](C[n+]4ccn(Cc5ccc6ccccc6c5)c4)c3)ccc2c1
35: Cc1ncc(/C=c2\sc3n(c2=O)NC2C(N=3)N(C)C(=O)N2C)n1C (stereo unspecified)
36: Nc1nn2c(-c3cc4ccccc4oc3=O)ccnc2c1N=Nc1ccc(S(N)(=O)=O)cc1
assay / compound	31	32	33	34	35	36
OVCAR-5	84	112	79	74	105	128
OVCAR-8	92	102	111	.	100	82
IGROV1	74	119	104	85	100	67
SK-OV-3	93	107	110	100	108	126
OVCAR-4	85	101	104	92	104	97
DU-145	119	.	112	105	112	99
PC-3	90	101	86	96	93	85
OVCAR-3	100	.	119	101	101	97

37: C=C(Cn1cc(CO)nn1)[C@@H]1CC[C@]2(C(=O)OC)CC[C@]3(C)[C@H](CC[C@@H]4[C@@]5(C)CCC(=O)C(C)(C)[C@@H]5CC[C@]43C)[C@@H]12
38: C/C(=N\O)c1ccc(NC(=O)CSc2nnc(-c3cc(-c4ccc(S(C)(=O)=O)cc4)nc4ccccc34)n2-c2ccccc2)cc1
39: Cc1[nH]ncc1[N+](=O)[O-]
40: CCCCC1COc2cccc3c2N1C=C/C3=C\C(=O)N(C)c1ccccc1Br (stereo unspecified)
41: c1ccc2c(Nc3cccc4ccccc34)cccc2c1
42: COc1ccc(-c2c(C)nn3c(NCCN4CCOCC4)cc(C)nc23)cc1OC
assay / compound	37	38	39	40	41	42
OVCAR-5	108	97	96	99	103	94
OVCAR-8	91	83	105	101	66	103
IGROV1	103	81	111	95	57	117
SK-OV-3	104	115	107	.	60	101
OVCAR-4	103	99	117	86	86	.
DU-145	98	93	101	117	86	106
PC-3	61	68	96	101	65	90
OVCAR-3	92	102	101	104	44	103

43: O=C(NCCN1CCOCC1)c1cncnc1Nc1ccc(OCc2cccc(F)c2)c(Cl)c1
44: N#Cc1c(N)nc2c(c1N)C(Sc1ccc(F)cc1)c1ccc(O)cc1O2 (stereo unspecified)
45: COc1cc2cc(CN3CCN(c4nccc(-c5ccc(Cl)cc5)n4)CC3)c(=O)[nH]c2cc1OC
46: COc1ccc(C(=O)CC2(C#N)C(N)=C(C(N)=O)CC2(C#N)C#N)cc1OC (stereo unspecified)
47: CCCCCCCCCc1ccc(OC(=O)c2ccccc2)cc1
48: Cc1ccc(S(=O)(=O)NCCCNc2cc(-c3cn(C(C)(C)C)nc3-c3cccc(O)c3)ccn2)cc1
assay / compound	43	44	45	46	47	48
OVCAR-5	89	138	104	100	94	79
OVCAR-8	100	109	57	113	103	72
IGROV1	90	97	98	115	95	62
SK-OV-3	98	114	81	105	114	86
OVCAR-4	90	85	84	89	96	56
DU-145	97	88	97	116	100	76
PC-3	79	84	79	96	100	40
OVCAR-3	90	83	97	91	103	75

49: O=S(=O)(NCCCNc1cc(-c2cn(-c3ccccc3)nc2-c2cccc(O)c2)ccn1)c1cccc(F)c1
50: CSc1nc(-c2ccco2)c(C#N)c(=O)n1C
51: CCN(CC)C(=O)c1c(-[n+]2noc(=O)[nH]2)no[n+]1[O-]
52: O=C(Nc1sc2c(c1C(=O)O)CCCC2)c1ccc(F)cc1
53: O=C(Cc1cccc(-c2ccco2)c1)N1C(=O)OC[C@@H]1Cc1ccccc1
54: COC(=O)CC1OCC=C2CN3CCC45C6=CC(=O)C(=O)C([N+](=O)[O-])=C6NC4C1C2CC35 (stereo unspecified)
assay / compound	49	50	51	52	53	54
OVCAR-5	68	109	101	92	101	115
OVCAR-8	40	108	106	110	97	103
IGROV1	54	105	103	103	99	114
SK-OV-3	72	97	.	103	95	94
OVCAR-4	50	103	101	102	100	112
DU-145	59	106	116	105	102	114
PC-3	16	94	104	99	92	92
OVCAR-3	66	104	111	114	103	120

55: C#CCNC(=O)CC[C@]1(C)[C@H]2CC[C@@H]3[C@@H]([C@@](C)(O)CCC=C(C)C)CC[C@@]3(C)[C@]2(C)CC[C@H]1C(=C)C
56: O=C1CCC(Nc2ccc(Cl)cc2Cl)N1c1cccs1 (stereo unspecified)
57: COc1cc(C2CC(c3ccccc3)=NN2)ccc1Oc1ccnc2cc(Cl)ccc12 (stereo unspecified)
58: COc1ccc(S(=O)(=O)Nc2ccc(OCc3nnc(-c4ccc(Cl)cc4)o3)c(F)c2)cc1
59: COc1cc2cc3c(nc2cc1OC)CCN3Cc1ccc(NC(=O)Nc2cc(C(F)(F)F)cc(C(F)(F)F)c2)cc1
60: CC(C)CN(C(=O)c1ccc(Cl)cc1)c1c(N)n(CC(C)C)c(=O)[nH]c1=O
assay / compound	55	56	57	58	59	60
OVCAR-5	56[100 µM]	99	95	98	93	88
OVCAR-8	7.7*[100 µM]	109	80	60	62	94
IGROV1	-63*[100 µM]	101	92	79	84	.
SK-OV-3	67[100 µM]	114	89	79	95	27
OVCAR-4	.	103	64	45	80	107
DU-145	53[100 µM]	105	81	77	95	112
PC-3	20[100 µM]	100	76	52	40	90
OVCAR-3	-26*[100 µM]	110	85	72	52	115

# 2 entries drawn at random from the list so far, as already listed:
55: C#CCNC(=O)CC[C@]1(C)[C@H]2CC[C@@H]3[C@@H]([C@@](C)(O)CCC=C(C)C)CC[C@@]3(C)[C@]2(C)CC[C@H]1C(=C)C
59: COc1cc2cc3c(nc2cc1OC)CCN3Cc1ccc(NC(=O)Nc2cc(C(F)(F)F)cc(C(F)(F)F)c2)cc1
assay / compound	55	59
OVCAR-5	56[100 µM]	93
OVCAR-8	7.7*[100 µM]	62
IGROV1	-63*[100 µM]	84
SK-OV-3	67[100 µM]	95
OVCAR-4	.	80
DU-145	53[100 µM]	95
PC-3	20[100 µM]	40
OVCAR-3	-26*[100 µM]	52

# The list goes on:
61: CNC(=S)Sc1ccc([N+](=O)[O-])cc1[N+](=O)[O-]
62: Nc1cccc2ncccc12
63: COC(=O)C1(O)NC(=C(C#N)C#N)C(C#N)=C1C(=O)c1cccs1 (stereo unspecified)
64: Cc1cc(C)nc(SC2=C(Nc3ccc(O)cc3)C(=O)N(Cc3ccccc3)C2=O)n1
65: COc1cc2ncnc(Nc3ccc(F)c(Cl)c3)c2cc1OCC(=O)N1CCN(c2ccccc2)CC1
66: COc1cc(C(=O)C[n+]2cccc3ccccc32)cc(OC)c1OC
assay / compound	61	62	63	64	65	66
OVCAR-5	94	114	98	120[40 µM]	75	99
OVCAR-8	81	113	101	111[40 µM]	94	100
IGROV1	104	.	101	81[40 µM]	49	97
SK-OV-3	80	97	109	94[40 µM]	96	100
OVCAR-4	77	125	98	86[40 µM]	86	104
DU-145	38	116	103	97[40 µM]	63	103
PC-3	84	95	105	.	91	94
OVCAR-3	36	121	103	81[40 µM]	88	105

67: COc1cc(-c2c(-c3ccccc3)c[nH]c2C(=O)NCCCO)cc(OC)c1OC
68: CC(=O)N(C)O
69: COc1ccc(C(=O)/C=C/c2ccc(OC)c(OCc3ccccc3)c2)cc1OC
70: CN(C)c1ccc(/C=N\NC(=S)Nc2ccc(F)cc2)cc1
71: COc1ccc(C2=C(c3ccc(OC)cc3)C3(c4ccccc4)C(=O)C2(c2ccccc2)C2C(=O)N(c4ccc(C)cc4)C(=O)C23)cc1 (stereo unspecified)
72: CCOC(=O)C1=C(C)N=C2SC=C(c3ccc(F)cc3)N2[C@H]1c1cn[nH]c1-c1ccc(F)cc1
73: C[C@]12CC[C@@H]3c4ccc(O)c([N+](=O)[O-])c4CC[C@H]3[C@@H]1CC[C@@H]2NS(=O)(=O)c1ccc(C(F)(F)F)cc1
assay / compound	67	68	69	70	71	72	73
OVCAR-5	102	103	31	110	97	100	81
OVCAR-8	106	102	-7.6*	104	97	86	27
IGROV1	95	104	22	128	104	.	.
SK-OV-3	112	94	25	119	101	93	74
OVCAR-4	108	108	30	.	92	101	31
DU-145	107	103	15	118	110	116	47
PC-3	101	100	25	91	94	88	24
OVCAR-3	110	106	16	123	106	107	23

# From PubChem
